# TDP1 cell CPT – growth inhibition of DT40 Tdp1-/-;hTDP1 cells with camptothecin (screen for TDP1 inhibitors) | Potency, µM (series often up to 46.2 µM), without a hit: at the top dose activity change, negative = growth inhibition, usual class: inhibitors | AID 686979 | chicken DT40 Tdp1-/-;hTDP1 cells + 20 nM CPT, ATP luminescence, 48 h | actives 12% (n = 420,000); further: nearly all actives have a fitted effect of over 55% in size
#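 Chicken DT40 Tdp1-/- cells stably complemented with human TDP1 were seeded at 400 cells/well in medium containing 20 nM camptothecin, exposed to pin-transferred compounds, and grown at 37 °C for at least 48 hr. Viability was read as ATP luminescence.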
# GCN5L2 inh – blocks human GCN5L2 histone acetyltransferase; Q92830; GCN5L2 HAT assay, ThioGlo1 CoA-SH fluorescence; Potency, µM (titrated, usually from 58.9 µM), for the others: top-dose activity change, negative = inhibition, most hits filed as inhibitors; actives 0.21% (n = 390,000)
# Target sequence (Q92830 whole entry, looked up): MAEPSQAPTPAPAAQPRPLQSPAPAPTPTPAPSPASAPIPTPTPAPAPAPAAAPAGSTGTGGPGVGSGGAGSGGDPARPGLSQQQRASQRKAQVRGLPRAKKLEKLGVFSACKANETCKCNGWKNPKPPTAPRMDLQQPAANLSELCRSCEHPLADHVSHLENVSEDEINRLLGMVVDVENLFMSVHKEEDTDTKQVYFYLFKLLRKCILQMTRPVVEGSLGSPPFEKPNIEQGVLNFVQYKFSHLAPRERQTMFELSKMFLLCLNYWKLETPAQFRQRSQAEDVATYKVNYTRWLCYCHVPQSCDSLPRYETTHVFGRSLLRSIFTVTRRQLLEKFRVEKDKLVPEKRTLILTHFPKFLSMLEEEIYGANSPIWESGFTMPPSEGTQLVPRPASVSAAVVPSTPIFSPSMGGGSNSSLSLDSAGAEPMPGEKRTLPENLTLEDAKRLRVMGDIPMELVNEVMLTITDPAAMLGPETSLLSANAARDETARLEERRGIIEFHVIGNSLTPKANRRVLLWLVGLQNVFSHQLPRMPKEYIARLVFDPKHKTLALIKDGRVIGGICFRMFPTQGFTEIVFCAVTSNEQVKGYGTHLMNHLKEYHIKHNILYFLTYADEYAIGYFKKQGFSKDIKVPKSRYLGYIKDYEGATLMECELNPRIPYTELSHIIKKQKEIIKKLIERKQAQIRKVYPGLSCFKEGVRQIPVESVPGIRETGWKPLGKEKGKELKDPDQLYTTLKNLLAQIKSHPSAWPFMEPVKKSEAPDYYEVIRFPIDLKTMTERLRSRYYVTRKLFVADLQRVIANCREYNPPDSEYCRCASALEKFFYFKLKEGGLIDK
#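 ThioGlo1-coupled HAT assay: 20nM GCN5L2, 70uM acetyl-CoA, 75uM H3(1-25) peptide, pH 7.5. Fluorescence read at 340/540nm at start and after 20 min at room temperature.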
# DT40 TDP1 no CPT – qHTS for Inhibitors of human tyrosyl-DNA phosphodiesterase 1 (TDP1): qHTS in cells in absence of CPT. DT40 Tdp1-/- hTDP1 cells, no CPT, ATP luminescence, 48 h. Potency, µM (doses to about 46.2 µM), inactives show at the top dose activity change, negative = growth inhibition, usual class: inhibitors. actives 15% (n = 420,000); further: nearly all actives have a fitted effect of over 55% in size
#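 Growth kinetics read by CellTiter-Glo luminescence after ≥48 hr at 37 °C. Cells: DT40 Tdp1-/- stably carrying human TDP1, 400 per well, compound exposure in the absence of CPT (DMSO vehicle).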
# * = called active by the depositor; u = inconclusive; x = no result given; & = joins results of further samples; ! = repeats disagree; [ ] = another dose, or the depositor's remark. The call rests on the fitted dose curve; in most records, active means well fitted curve in the direction sought with a large enough effect; inconclusive means small, poorly fitted or top-dose-only effect, or another doubt; inactive means no such curve, though single readings can be large; an effect the other way counts as inactive or inconclusive. On the % scale 0 is the no-effect control and ±100 the full control effect; potency means the concentration at half of the fitted maximal effect.
SMILES,TDP1 cell CPT,GCN5L2 inh,DT40 TDP1 no CPT
COc1ccccc1C(=O)NN1C(=O)C2C3C=CC(O3)C2C1=O (centres undefined),-8%,4%,-5%
COc1ccc(C(c2nnnn2C2CCCCC2)N2CCN(C)CC2)c(OC)c1 (centres undefined),-20%,-2%,-20%
COc1ccccc1C1c2c(C)nn(-c3ccccc3)c2NC(=O)C1NC(=O)c1ccccc1 (centres undefined),-5%,-7%,u
Cc1ccc(NC(=O)C2CCCN(S(=O)(=O)c3c(C)n[nH]c3C)C2)c(C)c1 (centres undefined),6%,-6%,-21%
CC(Oc1cccc(Cl)c1)C(=O)Nc1ccccc1N1CCCC1 (centres undefined),u,-5%,u
CC(C)NC(=O)CSc1c2c(nc3ccccc13)CCCC2,-2%,1%,u
CCn1c(=O)c(C(=O)Nc2ccc(C)cc2C)c(O)c2ccccc21,u,-8%,u
N#Cc1c(NC(=O)C2CCCO2)sc2c1CCCCC2 (centres undefined),-15%,-7%,-14%
Cc1cc(C)nc(N(C#N)S(=O)(=O)c2ccccc2)n1,-2%,0%,2%
CCCCC(=O)NC(c1ccccc1Cl)c1ccc2cccnc2c1O (centres undefined),8.2µM*,-2%,6.5µM*
CC(OC(=O)c1cnc(Cl)c(Cl)c1)C(=O)NCc1ccccc1 (centres undefined),u,-4%,3%
Cc1cccc(/C=C(\C#N)C(=O)Nc2ccccn2)c1,-2%,-1%,3%
CCOC(=O)c1c(CN2CCCCC2)oc2ccc(OC)cc12,u,-2%&3%,23µM*!
COCCSc1nc2c([nH]c3ccccc32)c(=O)n1-c1ccc(OC)c(OC)c1,-21%,-1%,u
COc1ccc(C2CC(C(F)(F)F)n3nc(C(=O)NCc4c(C)nn(C)c4C)c(Cl)c3N2)cc1 (centres undefined),1.3µM*,-9%,5.2µM*
COC(=O)C1=C(C)N(c2ccc(C)c(C)c2)/C(=C/c2cccs2)C1=O,16µM*,0%,16µM*
CC1CC(C)CN(C(=O)Cn2c(-c3nonc3N)nc3ccccc32)C1 (centres undefined),-14%,2%,-28%
COc1ccc(CNC(=O)Nc2cn(CC(C)C)c(=O)c3ccccc23)cc1,u,2%,u
COc1ccc(-n2nc3c(c2NC(=O)c2ccc(Br)o2)CS(=O)(=O)C3)cc1,1%,-3%,23%
Nc1nc(N)nc(-c2ccc(Cl)c(Cl)c2)n1,21µM*,1%,12µM*
Cc1cccc(NS(=O)(=O)c2c(C(=O)N3CCOCC3)c(C)n(C)c2C)c1C,u,-5%,21%
COC(=O)c1sc(-c2ccc(Cl)cc2)cc1NC(=O)/C=C/C(=O)O,5.8µM*,-6%,6.5µM*
Cc1cc(Br)ccc1OCCCCN1CCC(C)CC1,23µM*,-2%,u
COc1cc(Br)c(CC(=O)NC2CC2)cc1OC,13%,4%,11%
COCCNc1nc(C)cc(-c2cc(C(=O)NCc3ccccc3)on2)n1,-20%,17%,2%
COc1ccc2c(c1)c1nc3ccccc3nc1n2CC(=O)OC(C)C,-17%,-6%,-12%
CCCC(=O)N(Cc1cc2ccccc2[nH]c1=O)c1ccccc1OC,u,-9%,-22%
COc1cc2c(cc1OC)CN(C(C)C(=O)N1CCc3ccccc31)CC2 (centres undefined),u,-5%,18µM*
CCn1ncc(C(=O)Nc2ccc(S(=O)(=O)N3CCCC3)cc2)c1C,-18%,-9%,-22%
COc1ccc(N2CCN(C(c3nnnn3C3CCCC3)C(C)C)CC2)cc1 (centres undefined),21µM*,-5%,18µM*

# 2 neighbouring compounds out of the list so far:
SMILES,TDP1 cell CPT,GCN5L2 inh,DT40 TDP1 no CPT
COC(=O)c1sc(-c2ccc(Cl)cc2)cc1NC(=O)/C=C/C(=O)O,5.8µM*,-6%,6.5µM*
Cc1cc(Br)ccc1OCCCCN1CCC(C)CC1,23µM*,-2%,u

# More entries follow.
SMILES,TDP1 cell CPT,GCN5L2 inh,DT40 TDP1 no CPT
COc1ccccc1C(=O)C1CCCN(C(=O)c2cnn(C(C)C)c2)C1 (centres undefined),-4%,-13%,0%
CCN(c1ccccc1)S(=O)(=O)c1ccc(Cl)c(NC(=O)CSc2ncn[nH]2)c1,u,-6%,u
COc1ccc(CNc2cccc(C)n2)c(O)c1,45%[activator],2%,-19%
CCCCn1c(N)c(N(CCC(C)C)C(=O)c2[nH]c(C)c(C(=O)OCC)c2C)c(=O)[nH]c1=O,-14%,-9%,-10%
CS(=O)(=O)Nc1ccc(C(=O)N2CCc3ccccc3C2)cc1,7%,-2%,-14%
CCCCN(Cc1ccccc1)S(=O)(=O)c1cc2c(cc1Br)CC(C)N2C(C)=O (centres undefined),18µM*,x,18µM*
CSc1ccc(S(=O)(=O)N2CCC(C(=O)NCc3ccccn3)CC2)cc1,-4%,-14%,-2%
Cc1c(NC(=O)c2ccccc2NC(=O)c2ccccc2)cccc1C(=O)O,3%,3%,13%
CN(C)C(=O)C(OC(=O)c1ccc2ccccc2n1)c1ccccc1 (centres undefined),-7%,-2%,-6%
N#Cc1ccccc1S(=O)(=O)N1CCN(C(=O)C2CCCCC2)CC1,-5%,-4%,-5%
COc1ccc(OCC(=O)Nc2cc(-c3ccccc3F)nn2-c2ccccc2)cc1,-23%,-8%,4%
COc1cccc(OCCCN2CCN(S(=O)(=O)c3ccc(NC(C)=O)cc3)CC2)c1,u,-6%[0.501 µM],u
COCOCCn1cc(CN2CCS(=O)(=O)N(Cc3ccc(-c4ccc(Cl)cc4)cc3)C(CC(C)C)C2=O)nn1 (centres undefined),u,x,23µM*
O=C(Cc1cccc(C(F)(F)F)c1)NCc1ccc(Cl)cc1,-1%,-5%,u
CCCCC1C(=O)N(c2ccccc2)N(c2ccc(O)cc2)C1=O (centres undefined),1µM*,-1%&5%,0.58µM*

# Sorted by molecular weight (lowest first): part of the list above
SMILES,TDP1 cell CPT,GCN5L2 inh,DT40 TDP1 no CPT
O=C(Cc1cccc(C(F)(F)F)c1)NCc1ccc(Cl)cc1,-1%,-5%,u
N#Cc1ccccc1S(=O)(=O)N1CCN(C(=O)C2CCCCC2)CC1,-5%,-4%,-5%
Cc1c(NC(=O)c2ccccc2NC(=O)c2ccccc2)cccc1C(=O)O,3%,3%,13%

# One compound at a time, from the list above. Values in the order: TDP1 cell CPT	GCN5L2 inh	DT40 TDP1 no CPT
# COc1ccc(CNc2cccc(C)n2)c(O)c1 reads 45%[activator]	2%	-19%
# O=C(Cc1cccc(C(F)(F)F)c1)NCc1ccc(Cl)cc1 reads -1%	-5%	u

# Continued:
SMILES,TDP1 cell CPT,GCN5L2 inh,DT40 TDP1 no CPT
COC1=C(N2CCOCC2)C(=O)c2ccccc2C1=O,u,14%,u
O=C(CCc1ccccc1)NC(=S)Nc1ccc2c(c1)C(=O)OC2,2%,4%,6%
O=C(N1CCCCC1)N1CCN(C(=O)N(c2ccccc2)c2ccccc2)CC1,u,u,u
CN1C(=O)Cc2cc(S(=O)(=O)N3CCN(c4cccc(C(F)(F)F)c4)CC3)ccc21,-30%&-30%,-2%&-6%,-10%&-25%
O=S(=O)(Nc1ccc(N2CCCCC2)cc1)c1ccccc1F,u,-1%,u
CCCc1cc(=O)oc2c(C)c3occ(C)c3cc12,u,-1%,u
O=S(=O)(Oc1ccc(Cl)cc1)c1cccc2cccnc12,6%,-7%,u
Cc1n[nH]c(C)c1S(=O)(=O)N1CCCC(C(=O)NCC2COc3ccccc3O2)C1 (centres undefined),-4%,-7%,-26%
c1ccc(-n2nnc(-c3nccs3)n2)cc1,-10%,x,-7%
CC(C)(C)C(=O)Nc1ccccc1C(=O)OCc1cc(=O)n2ccsc2n1,-1%,26%,-3%
Cc1ccc(/C=C2/Sc3ccccc3N(CC(=O)NCCCOC(C)C)C2=O)cc1,u,1%,u
COCC1CCN(C(=O)C2CCC(=O)N(Cc3cccc(C(F)(F)F)c3)C2)CC1 (centres undefined),-9%,-3%,-2%
CSCCC(NC(=O)c1ccc([N+](=O)[O-])cc1Cl)C(=O)OCC(=O)C12CC3CC(CC(C3)C1)C2 (centres undefined),u,-7%,u
COc1ccc(OC)c(CCNC(=O)Cn2cccc2C(=O)c2ccccc2C)c1,u,-7%,8.2µM*
O=C(COc1ccc(Br)cc1)OCc1nnc(-c2ccccc2)o1,2%,-7%,4%
CCCCOc1ccc(-c2nn(-c3ccccc3)cc2C2NC(=O)NC(C)=C2C(=O)OC)cc1 (centres undefined),-3%,-24%,-4%
Cc1cc(NC(=O)CSc2nnc(COc3ccccc3)o2)no1,-8%,4%,-2%
C[C@@]12C(=O)Nc3cc(F)c(F)cc3C(=O)N1[C@H]1c3ccccc3OC[C@@H]1[C@@H]2c1ccccc1,u,x,18µM*
O=C(/C=C/c1ccco1)NC(=S)Nc1cccc([N+](=O)[O-])c1,u,-24%,15µM*
COc1cc2c(cc1O)[C@@H]1Cc3cc(OC)c(OC)cc3C(C2)N1C,u,-5%,u
CCOC(=O)Cc1cc(=O)n2[nH]c(C)c(-c3ccc(Cl)cc3)c2n1,16µM*,-1%,11µM*
CCOc1ccc(S(=O)(=O)N2CCOCC2)cc1NC(=O)CN1C(=O)NC(C)(c2ccc(C)cc2)C1=O (centres undefined),-12%,-20%,u
COc1ccc(C(=O)Nc2c(N)nc(SCC(=O)N3CCCCCC3)[nH]c2=O)cc1OC,10%,-3%,10%
Cc1noc(C)c1COC(=O)CCc1nc2ccccc2s1,-14%,-5%,-10%
COC(=O)c1cc(NC(=O)CC2SC(=Nc3ccccc3)N(CCc3c[nH]c4ccccc34)C2=O)cc(C(=O)OC)c1 (centres undefined),16µM*,-25%,u
Cc1nc2sc(C(c3ccco3)N3CCN(c4cccc(Cl)c4)CC3)c(O)n2n1 (centres undefined),u,-10%,u
COc1ccc2nc(NC(=O)C3CC(=O)N(c4ccc5c(c4)OCCO5)C3)sc2c1 (centres undefined),u,-11%,u
CCCCNC(=O)CSc1nc2ccccc2n1S(=O)(=O)c1ccc(Cl)cc1,-18%,4%,-7%
Cc1cc2oc(C(=O)N3CCN(Cc4ccccc4)CC3)c(C)c2cc1C,26µM*,x,u
CC(C)(C)NC(=O)C(c1ccc(C#N)cc1)n1c(=O)c(-c2ccco2)nc2ccccc21 (centres undefined),u,x,u
N/C(=N\N=C/c1ccc(Br)cc1)N/N=C\c1ccc(Br)cc1,u,13%,u
O=C(NCCc1cccc(C(F)(F)F)c1)C1CCC(=O)N(Cc2ccc(Cl)cc2)C1 (centres undefined),u,-17%,-22%
Cc1ccc(-n2c(SCC(=O)N3CCOCC3)nc(O)cc2=O)cc1,3%,-8%,-14%
CC(=O)Cn1c(CN2CCCCC2)nc2ccccc2c1=O,-9%,-17%,-33%
CCCn1c2ccccc2c2cnn(CC(=O)NC3CCC(C)CC3)c(=O)c21 (centres undefined),-3%,-20%,4%
CCc1nnc(NS(=O)(=O)c2ccc(NCc3cc(Br)ccc3O)cc2)s1,5%,-1%,-1%
O=Cc1cn(-c2ccccc2)nc1-c1ccccc1,u,-1%,u
S=C(NCCc1ccccc1)NCc1cccc(Cl)c1,1%,-35%,3%
O=C(NCC1(N2CCCCC2)CCCCC1)c1ccc(NS(=O)(=O)c2ccccc2)cc1,-19%,0%,-28%
COc1ccc(CNC(=O)N2CCN(S(=O)(=O)c3ccccc3F)CC2)cc1,-29%,-4%,-14%
CCN(C(=O)COC(=O)c1ccco1)c1c(N)n(Cc2ccccc2)c(=O)[nH]c1=O,-11%,-13%,3%
CC1(C)Cc2c(sc(NC(=O)c3ccc(C(=O)c4ccccc4)cc3)c2C(N)=O)C(C)(C)N1,u,-9%,u
COc1cc(CC(=O)NC(c2ccccc2)c2ccccc2)cc(OC)c1OC,15µM*,-4%,13µM*
CCOc1ccc(-c2nc3c(c(SCC(=O)N4CCCCC4)n2)Cc2cc(C)ccc2O3)cc1,u,0%,u
Cc1ccc(SCCC(=O)Nc2nccs2)cc1,11%,-3%,1%
NC(=O)CN1C(=O)C(=O)N(Cc2ccc(F)cc2)C1=O,-6%,-10%,4%
c1ccc(Oc2nc(-c3ccccn3)nc3ccccc23)cc1,2.6µM*,-6%,2.1µM*
CCOc1ccc(NC(=O)CCc2c(C)nc3nc(-c4cc(OC)cc(OC)c4)nn3c2C)cc1,-17%,0%,u
C=CCOc1ccc(Br)cc1CNC(C)(C)C,12%,-1%,-9%
CCOc1cc(/C=C2/SC(=S)N(CC3CCCO3)C2=O)ccc1O (centres undefined),u,0%,23µM*
COc1ccccc1N1CCN(/N=C/c2ccccc2C(=O)O)CC1,-11%,1%,29%
CCOC(=O)CN1C(=O)S/C(=C/c2ccco2)C1=O,-1%,-3%,5%
COc1ccc(C(=O)/C=C/C(=O)N(CC(=O)NCCC(C)C)Cc2cccs2)c(O)c1,1.8µM*,1%,u
CC(NC(=O)c1ccc(F)cc1F)C1CC2CCC1C2 (centres undefined),5%,-8%,-14%
COc1ccc(C(=O)NC[C@H]2O[C@@H](n3cnc4c(N)ncnc43)[C@H](O)[C@@H]2O)cc1OC,-14%,x,2%

# Not all compounds are listed; the hit share may differ from the screen's.
